# Screens deposited in PubChem by several laboratories.
# proCasp7 act: counter-screen for procaspase-3 activators: activators of human procaspase-7. P55210. recombinant procaspase-7, Ac-DEVD-pNA absorbance 405 nm; D23A/D198A/D206A triple mutant, cannot self-cleave; scale: DMSO 0, 5 µM enzyme 100. activation, % at 8.5 µM. 330,000 tested, 0.093% active. AID 463210;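 active = percent activation above the screen-wide mean plus 3 SD, cut at about 25% in these data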
#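 System: Procaspase-7 triple mutant (PC-7 D3A); measure: % activation from two-timepoint absorbance difference, scaled to controls; times: 1 h compound preincubation, 2 h substrate cleavage, 25 °C; also added: Ac-DEVD-pNA substrate, 400 µM as added; measured by: Epi-absorbance of released pNA at 405 nm, two timepoints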
# LAP4 TOR yeast: yeast TOR pathway LAP4-GFP modulation | S. cerevisiae LAP4-GFP multiplex, flow cytometry GFP, 3 h; median GFP as percent of DMSO wells | GFP response vs DMSO, % at 10 µM | 320,000 tested, 0.34% active | AID 2023;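 active = GFP response vs DMSO above a set limit, about the screen mean plus 3 SD, cut at about 150% in these data; inconclusive = under 70 cell events counted for the yeast strain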
# RPL19A TOR yeast: modulators of TOR pathway RPL19A-GFP in S. cerevisiae; S. cerevisiae RPL19A-GFP strain, flow cytometry, 3 h; active compounds read low; percent response vs DMSO, % at 10 µM; 330,000 tested, 0.3% active; AID 2025;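 active = percent response vs DMSO below 50%; inconclusive = fewer than 70 events counted for the yeast strain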;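 also: median channel GFP fluorescence of the barcoded RPL19A-GFP strain; ratio of sample median GFP to plate DMSO average so 100% = DMSO; lower means less RPL19A-GFP as with rapamycin TOR inhibition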
# AHR act: human AHR activation. P35869. AHR-responsive luciferase reporter cells, luminescence. activation, % at 5 µM. 320,000 tested, 2.5% active; in the data active = activation above about 47%;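 also: 0% = vehicle wells and 100% = reference agonist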
# proCasp3 act: procaspase-3 (human) activation. P42574. 330,000 tested, 0.11% active. AID 463141. activation, % at 8.5 µM. recombinant procaspase-3 D3A, Ac-DEVD-pNA absorbance 405 nm;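 active = activation above the mean of all tested compounds plus 3 SD, cut at about 21% in these data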;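 also: 0% = DMSO alone and 100% = DMSO wells spiked with extra 5 µM PC-3 D3A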
#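 Test system: Procaspase-3 D3A mutant, all three cleavage aspartates alanine | Dosing: Single dose, 8.5 µM nominal compound, 0.8% DMSO | Schedule: 1 h preincubation, 2 h reaction | Technique: 405 nm absorbance of p-nitroaniline, reads at 0 and 120 min | Repeats: One well per compound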
# MEP2 TOR yeast: yeast TOR pathway MEP2-GFP modulation. GFP response vs DMSO, % at 10 µM. 330,000 tested, 0.51% active. AID 2016. S. cerevisiae MEP2-GFP strain, flow cytometry GFP, 3 h; 100% = DMSO control level;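 active = GFP response versus DMSO above a set limit, roughly screen mean plus 3 SD, cut at about 180% in these data; inconclusive = fewer than 70 cells counted for a yeast strain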;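 also: median GFP fluorescence of the barcode-gated MEP2-GFP cells per well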
# EBNA-1 inh: blocks EBNA-1 binding to DNA | AID 1950 | 300,000 tested, 0.34% active | inhibition, % at 14.8 µM | EBNA-1 DNA binding, fluorescence polarization; in the data active = inhibition above about 28%
# ZTA DNA inh: counter-screen for EBNA-1 inhibitors: inhibitors of Epstein-Barr virus ZTA; P03206; ZTA-DNA binding, fluorescence polarization; inhibition, % at 11 µM; 320,000 tested, 0.15% active; in the data active = inhibition above about 33%
# Starred values were filed as active, the others as inactive; ? = inconclusive; . = no result given; [ ] = remark or other dose.
Compound	RPL19A TOR yeast	proCasp7 act	LAP4 TOR yeast	MEP2 TOR yeast	proCasp3 act	AHR act	ZTA DNA inh	EBNA-1 inh
COc1cccc(C(=O)Nc2ccc(NC(=O)C3C4C=CC(C4)C3C(=O)O)cc2)c1 (stereo unspecified)	103	8	106	103	-4	73*	5	3
Cc1ccc(-n2ncc3c(=O)[nH]c(SCC(=O)N4CCCc5ccccc54)nc32)cc1	94	9	89	95	4	1	-4	20
CCOC(=O)C1CCN(C(=O)c2ccc(OCC(=O)Nc3ccc(OCC)cc3)c(OC)c2)CC1	97	2	87	92	3	1	5	0
Cc1ccccc1C(=O)N1CCC(C(=O)Nc2ccc(S(=O)(=O)N3CCOCC3)cc2)CC1	87	-1	87	92	0	0	-11	.
CC(C)C(NC(=O)c1ccccc1F)C(=O)OCC(=O)c1ccc(F)cc1 (stereo unspecified)	97	11	102	99	2	0	-1	10
CC(C)(C)C(=O)C(Cc1ccccc1)n1cncn1 (stereo unspecified)	99	4	95	99	-1	4	4	-3
COc1ccc(-n2nc(C(=O)O)nc2-c2ccccc2)cc1	97	5	99	97	0	-3	-11	-4
Cn1c(C(=O)N/N=C/c2ccccc2)cc2ccccc21	105	-9	99	108	4	17	2	2
Cc1ccc(S(=O)(=O)c2cc3c(=O)n4ccccc4nc3n(CCCN3CCOCC3)c2=N)cc1C	41*[may fluoresce violet]	-11	86[may fluoresce violet]	136[may fluoresce violet]	-13	-1	-6	7
Cc1ccc(N(C(=O)Nc2ccccc2)C2=NCC(C)S2)cc1 (stereo unspecified)	98	4	124	105	1	3	4	6
CCOc1ccccc1C(C(=O)NC1CCCCC1)N(C(=O)c1csnn1)C1CC1 (stereo unspecified)	38*[may fluoresce violet]	4	65[may fluoresce violet]	369*[may fluoresce violet]	0	1	6	8
CCc1cccc(NC(=O)CCc2c(C)nn(-c3ccc(N4CCCCC4)nn3)c2C)c1	96	6	91	100	3	-1	-4	-14

# Entries listed so far that have a COOH group, in the order listed:
Compound	RPL19A TOR yeast	proCasp7 act	LAP4 TOR yeast	MEP2 TOR yeast	proCasp3 act	AHR act	ZTA DNA inh	EBNA-1 inh
COc1cccc(C(=O)Nc2ccc(NC(=O)C3C4C=CC(C4)C3C(=O)O)cc2)c1 (stereo unspecified)	103	8	106	103	-4	73*	5	3
COc1ccc(-n2nc(C(=O)O)nc2-c2ccccc2)cc1	97	5	99	97	0	-3	-11	-4

# New compounds follow.
Compound	RPL19A TOR yeast	proCasp7 act	LAP4 TOR yeast	MEP2 TOR yeast	proCasp3 act	AHR act	ZTA DNA inh	EBNA-1 inh
C#Cc1ccc([C@H]2C=C(C(=O)O)O[C@@H](OCc3ccc(CO)cc3)C2)cc1	98	-2	90	102	-1	19	1	-3
Cc1ccccc1NC(=O)Cc1c(O)c2ccccc2[nH]c1=O	100	1	98	104	-2	1	-7	-4
CCOc1ccc(NS(=O)(=O)c2ccc(C(=O)NCC(c3ccc(OC)cc3)N3CCOCC3)cc2)cc1 (stereo unspecified)	92	6	95	91	-12	3	-3	-16
CCOC(=O)c1c(C)[nH]c(C(=O)Cn2c(=O)c3c(ncn3CC)n(Cc3ccccc3)c2=O)c1C	98	3	105	102	0	2	3	-4
Cc1ccc(C)c(S(=O)(=O)N2CCCC2CNC(=O)C(=O)NC2CCCCCC2)c1 (stereo unspecified)	97	7	115	97	7	-1	-10	4
Cc1cc(NC(=O)c2cc3ncc(Br)cn3n2)no1	100	-1	99	103	5	3	-9	2
COc1ccc2[nH]c(C)c(CCN3C(=O)OC(C)(C)C3(C)O)c2c1 (stereo unspecified)	89	-4	100	93	3	18	7	-7
CCOc1ccc(S(=O)(=O)N(CC)CC(=O)NCc2ccncc2)cc1C	107	6	99	108	10	-2	7	7
CCC1=NN(C(=O)C(=O)Nc2ccc(OC)cc2)C(O)(C(F)(F)F)C1 (stereo unspecified)	104	10	101	108	-1	-2	-9	-5
COc1ccc(CCNC(=O)CCCOc2ccc(Cl)cc2)cc1OC	107	-2	102	109	14	-1	-10	-12
CCCCN(CC)C(=O)c1ccc(Cl)c(Cl)c1	103	1	104	104	1	21	3	5
Fc1ccccc1C1CC(c2ccco2)=Nc2ccccc2S1 (stereo unspecified)	102	-48	112	105	-22	23	2	4
CC(C)(C)C(=O)N1N=C(c2ccc(NS(C)(=O)=O)cc2)CC1c1cccs1 (stereo unspecified)	99	-15	98	103	3	4	-12	0
O=C(Cn1cnc2cc([N+](=O)[O-])ccc2c1=O)N1CCN(S(=O)(=O)c2ccccc2)CC1	89	4	97	95	-6	5	.	.
CN1CCN(C(=O)c2ccc3c(c2)N(Cc2ccccc2)CCS3)CC1	107	-15	113	99	8	4	3	-14
COc1ccc(OCC(O)CNCCOc2ccccc2OC)c(C(C)(C)C)c1 (stereo unspecified)	102	-1	97	108	-8	-2	7	4
Clc1ccc(C2=NNC(=NCc3ccc4c(c3)OCO4)SC2)cc1	92	-13	91	96	-10	3	6	13
COc1ccc2c(c1)C(C)=CC(C)(C)N2C(=O)CN1C(=O)CCC1=O	104	5	116	100	1	-2	9	12
O=C1NC(c2ccccc2)=C(c2nc3ccccc3s2)C(c2ccccc2)N1 (stereo unspecified)	97	4	98	99	1	0	-5	1
COc1ccc(/C=N/OC(=O)Nc2ccccc2)cc1[N+](=O)[O-]	102	3	95	104	3	9	2	-5
CC1CCN(CC(O)COc2ccc(-c3ccccc3)cc2)CC1 (stereo unspecified)	104	6	95	115	-3	-1	6	-1
Cc1ccc(NS(=O)(=O)c2ccccc2[N+](=O)[O-])cc1S(=O)(=O)N1CCCCC1	99	5	92	98	4	1	.	.
CC(C)C(C(=O)Nc1ccccc1)N1C(=O)c2ccccc2C1=O (stereo unspecified)	100	-2	99	97	10	-3	-15	7
NC(=O)c1ccc(NC(=O)COC(=O)CCC2CCCCC2)cc1	94	-1	88	91	-7	1	.	.
Oc1ccc(N2CCN(c3nnnn3-c3ccccc3)CC2)cc1	98	-1	99	92	-1	0	11	8
CCOC(=O)N1CCN(S(=O)(=O)c2ccc(C)cc2)CC1	93	0	94	100	0	0	-17	-11
CC(C)(C)Sc1ccccc1S(=O)(=O)C(C)(C)C	95	1	100	88	-1	-3	-9	-3
OCCNCc1cc(Br)ccc1OCc1ccc(Cl)cc1	105	-5	103	104	-1	1	-19	-7
O=C1N[C@@H](c2ccccc2)COC(=O)[C@H](Cc2ccc(F)cc2)CC/C=C/C[C@@H]1CC(=O)N(CCO)Cc1ccccc1	88	4	95	93	3	1	.	.
CCOc1cc(S(=O)(=O)N2CC=C(c3ccc(F)cc3)CC2)c(OCC)cc1-n1cnnn1	94	-1	85	94	6	-1	-3	-6
CCOC(=O)c1c(-c2ccccc2)oc2cc(Br)c(O)c(C=O)c12	91	3	101	97	1	2	-21	6
Nc1nc(Cl)cc(Oc2ccccc2F)n1	94	-1	110	94	0	2	25	3
CCCCCc1c(C)nc(N2CCOCC2)[nH]c1=O	100	6	108	93	4	2	-2	6
COc1ccccc1CNC(=O)CS(=O)(=O)c1ccccc1	103	10	90	104	2	0	-2	17
COc1ccc(NC(=O)CCNC(=O)Cn2cnc3sc4c(c3c2=O)CCCC4)c(OC)c1	101	4	95	106	0	0	11	-14
CCCCOc1ccc(C2C(C(=O)c3ccc(C)o3)=C(O)C(=O)N2Cc2ccco2)cc1 (stereo unspecified)	96	-20	108	89	-5	-3	9	6
Cn1c(=O)n(C)c2cc(/C=C(/C#N)C(=O)NCc3ccco3)ccc21	98	1	102	100	6	1	-6	9
COCCNC(=O)Cn1cnc([N+](=O)[O-])n1	?	5	?	?	8	1	-21	-8
COc1ccc(-c2nc(CSCC(=O)NCc3ccco3)c(C)o2)cc1	101	1	99	101	3	-8	18	11
COc1ccc(-c2c(-c3ccsc3)oc3ccc(N4CCOCC4)cc23)cn1	.	0	.	.	9	59*	-10	9
Fc1cccc(Cl)c1-c1nnc2ccc(N3CCOCC3)nn12	90	1	92	98	-3	0	-2	-13
CC(C)(CNC(=O)c1ccc(NS(=O)(=O)c2ccc(Br)cc2)cc1)N1CCOCC1	100	-5	104	105	-4	0	-4	3
COc1ccc(NC(=O)Nc2nnc(-c3ccco3)s2)cc1	97	5	101	96	1	64*	27	20
COc1ccc(OCC(=O)OCC(=O)N2CC(=O)Nc3ccccc32)cc1	100	10	91	99	9	0	5	3
CCC(C)NC(=O)Cn1nc(C(F)(F)F)c2c1CCCC2 (stereo unspecified)	93	6	92	96	-3	-1	-15	-1
Cc1cc2cc(CNC(=O)c3ccc(S(=O)(=O)N(C)C)cc3)ccc2n1C	96	1	98	97	3	1	8	-8
Cc1cccc(NC(=O)c2cc(NC(=O)CCCC(=O)O)ccc2Cl)n1	104	-11	106	106	6	1	-10	15
NC(=O)c1c(NC(=O)c2ccc(S(=O)(=O)N3CCOCC3)cc2)sc2c1CCCCC2	100	-6	97	102	-8	2	-2	-11
COc1cccc(/C(C#N)=C/c2c(-c3ccc(Cl)cc3)nc3c(C)cccn23)c1	100	1	112	130	-8	7	-1	-3
Cc1cc2cc(CNC(=O)c3cc4ccccc4o3)ccc2n1C	102	2	102	105	4	5	0	-8
CCc1ccc(NS(=O)(=O)c2c(C(=O)N3CCOCC3)c(C)n(C)c2C)cc1	99	1	93	93	-2	-1	-4	-13
COc1ccc(NC(=O)CN(C)C(=O)CSc2ccc3c(c2)OCCO3)cc1	103[may fluoresce green]	8	97[may fluoresce green]	94[may fluoresce green]	5	1	-1	5
CSc1ccc(S(=O)(=O)Nc2ccc(OCC(=O)N3CCOCC3)cc2)cc1	102	-9	104	101	-9	-1	8	-2
CCC(=O)N1CC2(CC(c3cccc([N+](=O)[O-])c3)=NO2)C[C@H]1C(=O)NCC(N)=O (stereo partly specified)	90	-8	96	84	5	2	-22	0
COC(=O)CSc1nc2ccccc2n1CC(=O)N(C(C)C)C(C)C	101	1	99	103	3	-1	-6	2
O=C(Oc1ccccc1C(=O)N1CCOCC1)c1ccccc1	102	3	100	105	1	1	20	5
O=C(NCc1cccnc1)C(=O)NCC1OCCN1S(=O)(=O)c1cc(F)ccc1F (stereo unspecified)	95	0	91	96	10	2	4	-4
CC1C(=O)Nc2ccccc2N1C(=O)c1ccc(F)cc1 (stereo unspecified)	109	-1	101	111	5	2	-19	-9
C#CCOCCOCCOCCNc1nc(N2CCN(C(=O)CCCCCCCCCCNC(=O)[C@H]([C@@H](C)CC)n3cc(CCCCN=C(N)N)nn3)CC2)nc(N2CCN(C(=O)CCCCCCCCCCNC(=O)[C@H](CCCCN)n3cc(C[C@@H](C)CC)nn3)CC2)n1	74	6	187*	102	-8	-1	126*	3
N#Cc1c(-c2ccccc2)nc(SCC(=O)NC2CCCCC2)[nH]c1=O	120	5	107	116	6	1	7	8
Cc1ccc(NCc2ccco2)cc1C	83	3	83	93	4	7	-10	-11

# Some entries already given with just proCasp3 act, AHR act and RPL19A TOR yeast:
Structure	proCasp3 act	AHR act	RPL19A TOR yeast
Cc1cc2cc(CNC(=O)c3cc4ccccc4o3)ccc2n1C	4	5	102
CCc1ccc(NS(=O)(=O)c2c(C(=O)N3CCOCC3)c(C)n(C)c2C)cc1	-2	-1	99
COc1ccc(NC(=O)CN(C)C(=O)CSc2ccc3c(c2)OCCO3)cc1	5	1	103[may fluoresce green]
